miR-122 sensor = miR-122 inhibition in Huh7 cells. Huh7 miR-122 Renilla luciferase sensor, 48 h; neutral wells = 0, positive control = 100. activation (reporter increase), % at 12.5 µM. 0.3% of 340,000 active;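 active = mean replicate activation score at least 90 and every replicate individually at or above 90; inconclusive = only one of the two criteria met; inactive = neither criterion met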;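 also: higher luciferase means less miR-122 activity so hits act as miR-122 inhibitors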
PGC1a acetyl inh = PGC1a acetylation modulation, inhibitor mode; U2OS PGC1a acetylation, AlphaScreen anti-acetyl-lysine; with virally co-expressed GCN5 acetyltransferase; inhibition, % at 15.6 µM; 0.17% of 350,000 active;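 active = every replicate shows inhibition of at least 40%; inconclusive = mean inhibition at least 40% but some replicate below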;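 also: 0% = neutral control wells and 100% = positive control wells; some results beyond the cut were filed as inactive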
LGR2 antag = Drosophila LGR2 receptor signaling inhibition | 0.35% of 380,000 active | inhibition, % at 9.99 µM | AID 720647 | HEK293 LGR2, CRE-luciferase, bursicon-stimulated, 4 h;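 active = drop in luminescence signal, shown as inhibition above about 50% in the replicate tests, limit read from the data, passing the limit was not always enough; inconclusive = probably only some replicates passing the limit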;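 also: agonist challenge used bursicon conditioned medium at about half maximal strength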
FN deposit inh = fibronectin deposition inhibition; AH1F fibroblasts, Alexa488-fibronectin deposition fluorescence, overnight; inhibition, % at 12.6 µM; 0.086% of 350,000 active;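 active = mean inhibition across replicates of 30% or more, regardless of how many single replicates reach that level; inconclusive = mean under 30% yet at least half of replicates reach 30%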;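 also: positive control wells lacked labelled fibronectin entirely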
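Assay system: AH1F fibroblasts / Quantity: 10000 cells per well / Medium: DMEM plus 2% serum, read in PBS / Reagent: labelled fibronectin 24 nM / Dosing: single dose, pinned / Times: 1 h cell attachment, overnight exposure to compound and label / Signal: fluorescence, ex 485 nm, em 525 nm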
Cneo AK release = causes C. neoformans cell lysis | adenylate kinase release luminescence, 4 h; normalised: neutral wells 0, clomiphene wells 100 | lysis activity, % at 15 µM | 0.2% of 360,000 active;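 active = mean lysis activity across replicates of at least 80%, whatever share of replicates individually reach that level; inactive = mean lysis activity below 80%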
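Material – log-phase Cryptococcus neoformans yeast cells · Input – 5 × 10^6 yeast cells/mL · Medium – fresh YPD growth medium · Doses – single compound concentration per well · Timing – static 4 h at 37 °C with compound, 1 h detection · Detection – adenylate kinase release luminescence · Read-out – signal increase indicating cell lysis · Control set – Clomiphene as positive lysis control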
Casp6 inh = caspase-6 (human) enzyme inhibition; purified caspase-6, Z-VEID-R110 cleavage fluorescence; inhibition, % at 12.5 µM; 0.53% of 350,000 active; AID 686996;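 active = mean inhibition across replicates at least about 35%, with every replicate also reaching that limit, limit read from the data; inconclusive = only one of the two criteria met; inactive = neither criterion met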;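 also: 0% = median of neutral control wells and 100% = no fluorescence left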
Target sequence (P55212 24-179 limits assumed): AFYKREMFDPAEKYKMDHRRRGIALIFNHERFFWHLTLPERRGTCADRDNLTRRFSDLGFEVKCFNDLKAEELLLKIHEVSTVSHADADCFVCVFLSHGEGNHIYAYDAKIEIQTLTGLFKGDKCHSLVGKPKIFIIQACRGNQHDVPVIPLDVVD
Target sequence (P55212 194-293 limits assumed): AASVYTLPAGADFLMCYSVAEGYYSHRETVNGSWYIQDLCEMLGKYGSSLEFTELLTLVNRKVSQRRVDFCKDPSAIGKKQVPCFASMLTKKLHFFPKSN
EWS-Fli block = inhibitors of EWS/Fli oncoprotein transcriptional activity. 0.67% of 350,000 active. inhibition, % at 12.6 µM. AID 651661. A673 NR0B1-luciferase reporter, viability-normalised;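 active = mean inhibition of at least 50% after viability correction, with every replicate also passing that limit; inconclusive = mean reaches 50% but only one of two replicates passes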;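 also: firefly luciferase signal divided by Alamar Blue viability fluorescence both relative to DMSO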
PAX8 inh HTS = PAX8 transcriptional activity inhibition. AID 652154. inhibition, % at 12.6 µM. 1.2% of 360,000 active. RMG-I TPO-luciferase reporter, SteadyGlo, 24 h;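 active = mean replicate inhibition at least 60% with every replicate also reaching 60%; inconclusive = only one of the two criteria is met; inactive = mean below 60% and not all replicates reaching 60%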;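 also: luciferase light reporting Pax8 driven TPO promoter activity; plate controls were median of neutral control wells for no effect and mitoxantrone controls for full effect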
* marks the source's active call; other numbers are inactive results; ? = inconclusive; · = not tested or not shown; [ ] = another dose, or the depositor's remark.

SMILES	miR-122 sensor	PGC1a acetyl inh	LGR2 antag	FN deposit inh	Cneo AK release	Casp6 inh	EWS-Fli block	PAX8 inh HTS
COC(=O)C(Cc1ccc(O)cc1)NC(=O)C(CC(=O)OC(C)(C)C)NC(=O)OC(C)(C)C (centres undefined)	·	·	-18	-10	·	2	8	-12
CN[C@H](C)C(=O)NC[C@H]1O[C@@H](n2cc(C)c(=O)[nH]c2=O)C[C@@H]1O	-2	7	4	6	3	0	-6	-11
O=C(C[C@@H]1CC[C@@H]2NC[C@H](O)COC[C@H]2O1)NCc1ccc(Oc2ccccc2)cc1	4[16.7 µM]	0	-2	-6	0	2	-2	0
O=C(C[C@@H]1C[C@H]2c3cc(NS(=O)(=O)c4ccccc4)ccc3O[C@H]2[C@H](CO)O1)NCC(F)(F)F	5[16.7 µM]	-3	-31	4	5	5	-2	6
CCOC(=O)/C(O)=C(\C#N)c1nc2ccccc2[nH]1	·	·	-28	-1	·	-3	2	19
CN1CCC(=C(c2ccc(Cl)cc2)c2ccccn2)CC1	1	·	2	11	1	-1	16	1
COc1ccc(C(=O)NC2CC2)cc1OC1CCN(Cc2cc(C)c(C)cc2C)CC1	-6	·	-10	5	0	0	9	11
Cc1cc(C)c(C(=O)O)c(Cl)n1	-3	-11	-4	7	·	·	6	-5
Cc1cc(SCC(=O)NC2CCCCC2)nc2ccccc12	-6	22	7	2	0	-5	5	1
C[C@H]1CN([C@@H](C)CO)C(=O)c2cc(NC(=O)Nc3ccccc3)ccc2O[C@@H]1CN(C)S(=O)(=O)c1ccc(F)cc1	3[16.7 µM]	-17	-4	-4	-2	·	-2	·
COC(=O)/C(C#N)=C/c1ccc(N2CCOCC2)c([N+](=O)[O-])c1	-1	0	·	3	-3	2	5	-9
CC(=O)N1[C@H](CO)[C@H](c2ccc(C3=CCCCC3)cc2)[C@@H]1CNC(=O)CN(C)C	58[16.7 µM]	2	-1	3	-4	·	3	5
Cc1cc(NC(=O)CSCC(=O)Nc2cc(Cl)ccc2N2CCN(C)CC2)no1	-7	-5	3	-3	-2	-8	1	5
COC(=O)c1ccc(S(=O)(=O)NCCSc2nnc3c4ccccc4n(C)c3n2)cc1	7	2	·	·	·	1	9	·
CCCCn1c(N)c(N(CCOC)C(=O)c2ccc(Br)s2)c(=O)[nH]c1=O	1	3	1	3	·	2	-12	6
O=C(Nc1ccsc1C(=O)N1CCCCCC1)c1ccccc1	4	9	2	2	1	2	·	7
CO[C@@H]1CN(C)C(=O)c2cc(NC(=O)c3ccc(F)cc3)ccc2OC[C@@H](C)NC[C@@H]1C	0[16.7 µM]	-6	-12	7	2	·	-1	8
CCOCCCNC(=O)Cc1ccc(F)cc1	·	·	·	0	·	-3	8	-17
COc1ccc(Cc2noc(CN(C)CC3(N4CCOCC4)CCCCC3)n2)cc1OC	·	·	11	-7	-3	-1	2	-24
CC(C)CC#Cc1ccc2c(c1)O[C@@H](CN(C)Cc1ccc(F)cc1)[C@@H](C)CN([C@@H](C)CO)S2(=O)=O	-7[16.7 µM]	3	2	·	17	-4	14	34
COc1ccc(N(C(=O)c2cnccn2)C(C(=O)NCc2ccccc2)c2ccc(O)cc2)cc1 (centres undefined)	0	9	-4	0	1	4	-58	-74
COc1cccc(-n2nnc3c(=O)n(CC(=O)N4CCC(Cc5ccccc5)CC4)cnc32)c1	-1	-9	·	-6	3	·	·	·
CC(C)c1ccc(NC(=O)c2cc(S(=O)(=O)N3CCCCC3)c[nH]2)cc1	14	6	29	-4	-1	-3	2	13
CC(=O)c1cc2c(s1)-c1cc(F)ccc1OC2	·	·	6	2	·	1	-21	-13
Cc1ccc(S(C)=O)cc1-n1c(=O)n(Cc2ccccc2)c(=O)c2[nH]cnc21 (centres undefined)	·	·	-15	0	-23	0	-2	10
O=C(C[C@H]1C=C[C@H](NC(=O)CN2CCOCC2)[C@H](CO)O1)NCCc1ccccc1	·	-10	-2	·	2	-1	6	0
CCc1ccc(NC(=O)C2CCCN2C(=O)NC2CCCCC2)cc1 (centres undefined)	-5	2	-10	1	0	-1	6	-7
N#C[C@H]1[C@H](c2ccccc2C2=CCCC2)[C@@H](CO)N1C(=O)CN1CCOCC1	·	-4	-1	-8	·	1	1	·
CS(=O)(=O)N1[C@H](C#N)[C@@H](c2ccc(C#CC3CCCCC3)cc2)[C@H]1CO	·	-49	-3	13	-5	6	-4	-3
c1ccc(CSc2nnc3ccc(-c4ccco4)nn23)nc1	-3	-3	21	-1	0	-1	-12	-39
COC(=O)c1ccc(COc2c(F)c(F)cc(F)c2F)o1	0	·	-4	-1	4	10	-3	11
COC(=O)COc1ccc(S(=O)(=O)Nc2ccc(C(N)=O)cc2)cc1	-9	8	-2	4	1	4	·	·
COc1ccc(NC(=O)Nc2ccc3c(c2)OC[C@H](C)NC[C@@H](C)[C@@H](OC)CN(C)C3=O)cc1	1[16.7 µM]	·	-3	7	-8	1	4	-5
CCc1cc(Cn2nc(-c3ccccc3)cc2C(=O)NCc2cccc(C(F)(F)F)c2)on1	·	·	27	-17	1	1	18	-41
COc1ccc(-c2cn3cccnc3n2)cc1NC(=O)C1CC1	3	15	-9	·	1	-2	-6	·
C[C@H]1CN([C@@H](C)CO)C(=O)c2cc(NC(=O)C3CC3)ccc2O[C@@H]1CN(C)C(=O)Nc1cccc2ccccc12	4[16.7 µM]	6	-7	3	15	0	13	·
Clc1ccc(-c2cc(COc3ccccc3)on2)cc1	-1	-1	-8	·	0	2	-38	-100
CCC(CC)CN1CCC(CN2C(=O)C(=O)NC[C@@H]2[C@@H](C)CC)CC1	-6	-5	2	3	0	-2	-5	-12
COc1ccccc1N1CCN(C(c2cccs2)C(C)NC(=O)c2ccco2)CC1 (centres undefined)	-6	6	0	-9	-1	1	1	21
Cc1ccc(S(=O)(=O)N2C[C@H](O)COC[C@@H]3O[C@@H](CC(=O)N[C@@H]4CCN(Cc5ccccc5)C4)CC[C@H]32)cc1	-2[16.7 µM]	-13	-9	-3	-1	-3	-5	-1
C[C@@H]1CN([C@H](C)CO)S(=O)(=O)c2ccc(-c3cccnc3)cc2O[C@H]1CN(C)C(=O)C1CCC1	-4[16.7 µM]	-12	-4	5	1	3	-1	·
C[C@H]1CN([C@@H](C)CO)S(=O)(=O)c2ccc(C#CCN(C)C)cc2O[C@H]1CN(C)C(=O)CN(C)C	-2[16.7 µM]	13	3	·	-5	-1	-12	-16
Cc1ccc(S(=O)(=O)N2CCCCC2)cc1NC(=O)C1=NN(c2ccccc2)C(=O)CC1	-3	-3	6	-4	-4	-2	6	12
CCCn1nnc(NC(=O)c2cccc(OCC(C)C)c2)n1	8	-4	-13	·	-1	·	·	·
CCN(C(=O)Cn1nc(C)c([N+](=O)[O-])c1C)C1CCS(=O)(=O)C1 (centres undefined)	·	·	-1	-3	·	-2	-9	·
CC(=O)Oc1cc(OC(C)=O)c2c(=O)c(-c3ccc4c(c3)OCCCO4)c(C)oc2c1	·	·	·	-10	·	5	-14	-20
CCCNC(=O)Nc1ccc2c(c1)C(=O)N(C)C[C@@H](OC)[C@H](C)CN(C)[C@H](C)CO2	4[16.7 µM]	18	8	7	-2	-7	4	·
COc1cc2c(cc1NC(=O)c1ccc3c(c1)OCO3)oc1ccccc12	12	·	-47	·	·	-2	-98	·

An excerpt of these results, with two lines to a compound.
Value order: miR-122 sensor | PGC1a acetyl inh | LGR2 antag | FN deposit inh | Cneo AK release | Casp6 inh | EWS-Fli block | PAX8 inh HTS
Cc1ccc(S(=O)(=O)N2CCCCC2)cc1NC(=O)C1=NN(c2ccccc2)C(=O)CC1
  -3 | -3 | 6 | -4 | -4 | -2 | 6 | 12
Clc1ccc(-c2cc(COc3ccccc3)on2)cc1
  -1 | -1 | -8 | · | 0 | 2 | -38 | -100
Cc1ccc(S(=O)(=O)N2C[C@H](O)COC[C@@H]3O[C@@H](CC(=O)N[C@@H]4CCN(Cc5ccccc5)C4)CC[C@H]32)cc1
  -2[16.7 µM] | -13 | -9 | -3 | -1 | -3 | -5 | -1
CC(=O)Oc1cc(OC(C)=O)c2c(=O)c(-c3ccc4c(c3)OCCCO4)c(C)oc2c1
  · | · | · | -10 | · | 5 | -14 | -20
COc1cc2c(cc1NC(=O)c1ccc3c(c1)OCO3)oc1ccccc12
  12 | · | -47 | · | · | -2 | -98 | ·
C[C@@H]1CN([C@H](C)CO)S(=O)(=O)c2ccc(-c3cccnc3)cc2O[C@H]1CN(C)C(=O)C1CCC1
  -4[16.7 µM] | -12 | -4 | 5 | 1 | 3 | -1 | ·
C[C@H]1CN([C@@H](C)CO)S(=O)(=O)c2ccc(C#CCN(C)C)cc2O[C@H]1CN(C)C(=O)CN(C)C
  -2[16.7 µM] | 13 | 3 | · | -5 | -1 | -12 | -16

Carrying on.
SMILES	miR-122 sensor	PGC1a acetyl inh	LGR2 antag	FN deposit inh	Cneo AK release	Casp6 inh	EWS-Fli block	PAX8 inh HTS
CCCc1cc(=O)[nH]c(SCC(=O)Nc2cccc3ccccc23)n1	4	·	6	-1	-1	-4	14	14
Cc1ccc(NC(=O)NCC2CCN(Cc3cc(C)ccc3Cl)CC2)c(C)c1	-4	-10	4	2	-1	-1	11	-163
CN1C[C@@H]2[C@H](c3ccccc31)[C@H](CO)N2C(=O)C1CCOCC1	14[16.7 µM]	-2	-7	-24	-1	1	-5	-1
CCOc1ccc(NC(=O)Nc2nnc(CC(=O)NCc3ccccc3)s2)cc1	·	·	10	-13	·	-1	2	-12
O=C(Cc1ccc(Cl)cc1)NNC(=O)C(=O)NC1CCCCC1	·	3	-6	-2	1	-1	4	·
CC(Cc1cccs1)NC(=S)Nc1ccccc1 (centres undefined)	12	·	-17	-1	6	1	-8	-28
COc1cc(Nc2c3c(nc4ccccc24)CCC3)cc(OC)c1OC	7	-34	0	9	0	-4	?	-15
